# 14-3-3g Raf = 14-3-3 gamma protein interaction modulation. P61981. FP, 14-3-3gamma / TMR-pS259-Raf peptide binding. inhibition, % at 40 µM. 0.19% of 160,000 active; in the data active = inhibition above about 30%;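 also: 0% = protein plus tracer without compound and 100% = blank with tracer alone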
# Target sequence (P61981 whole entry, looked up): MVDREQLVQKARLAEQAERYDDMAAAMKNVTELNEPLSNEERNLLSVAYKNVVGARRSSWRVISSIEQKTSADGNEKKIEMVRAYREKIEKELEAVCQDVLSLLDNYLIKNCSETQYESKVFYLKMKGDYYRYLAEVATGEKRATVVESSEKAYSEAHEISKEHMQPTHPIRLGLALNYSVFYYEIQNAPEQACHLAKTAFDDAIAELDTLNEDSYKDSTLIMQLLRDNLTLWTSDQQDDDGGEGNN
# * = called active by the depositor; & = joins results of further samples.
item	SMILES	14-3-3g Raf
1	O=C(CSc1nnc(-c2ccc(NS(=O)(=O)c3ccccc3)cc2)o1)NCC1CCCO1 (stereo unspecified)	0
2	O=C(COC(=O)c1cc(S(=O)(=O)N2CCOCC2)cs1)c1ccccc1	3
3	O=C1C2CCCCC2C(=O)N1c1ccc(NCCc2c[nH]c3ccccc23)c([N+](=O)[O-])c1 (stereo unspecified)	2
4	COc1ccc(CNc2ccc(N3C(=O)C4CCCCC4C3=O)cc2[N+](=O)[O-])cc1 (stereo unspecified)	0
5	COC(=O)c1cn(C)c2ccc(S(=O)(=O)N3CCCCC3)cc2c1=O	2
6	Cc1ccccc1OCC1CN(CN2CCOCC2)C(=O)O1 (stereo unspecified)	0
7	COc1cccc(-c2nnc3n2N=C(c2cccc([N+](=O)[O-])c2)CS3)c1	-5
8	CCOC(=O)CC(=O)CSc1nc(N)c2c3c(sc2n1)CCC3	0
9	Cc1cc2c(cc1C)CSC(c1cc(Cl)ccc1O)SC2	-3
10	O=C(CCC1CCCC1)N1CCC(N2CCN(c3ccccc3)CC2)CC1	4&3
11	O=C(O)c1ccccc1N1C(=O)c2cc3oc4ccccc4c4ccccc4oc3cc2C1=O	-4
12	CC1CCN(S(=O)(=O)c2ccc3[nH]c(=O)cc(C(=O)N4CCN(c5cccc(C(F)(F)F)c5)CC4)c3c2)CC1	-43
13	CCC1=NN(C(=O)c2cccnc2)C(O)(c2ccccc2)C1 (stereo unspecified)	4
14	Clc1ccc(-c2cn3cccnc3n2)cc1	-9
15	O=C1CC(c2ccc(C(F)(F)F)cc2)c2cc(Br)c3ccccc3c2N1 (stereo unspecified)	13

# Part of the list above, with the structure last:
cpd | 14-3-3g Raf | SMILES
2 | 3 | O=C(COC(=O)c1cc(S(=O)(=O)N2CCOCC2)cs1)c1ccccc1
7 | -5 | COc1cccc(-c2nnc3n2N=C(c2cccc([N+](=O)[O-])c2)CS3)c1
13 | 4 | CCC1=NN(C(=O)c2cccnc2)C(O)(c2ccccc2)C1 (stereo unspecified)
5 | 2 | COC(=O)c1cn(C)c2ccc(S(=O)(=O)N3CCCCC3)cc2c1=O

# Continuation.
item	SMILES	14-3-3g Raf
16	O=C(O)c1ccc2c(c1NCCO)C(=O)c1ccccc1C2=O	31*
17	Cc1nn(Cc2ccccc2)c(C)c1NC(=O)CCC(=O)O	-3&3
18	Cc1cc2c(cc1C)NC(c1coc3ccccc3c1=O)C1=C(CC(C)(C)CC1=O)N2 (stereo unspecified)	-2
19	CC1=CCC(CN(CCCN(C)C)CC2CC=C(C)CC2)CC1 (stereo unspecified)	1
20	Cc1ccc(C(=O)NCCSc2c[nH]c3ccccc23)cc1	-9
21	Cc1ccc(-n2c(-c3cccnc3)n[nH]c2=S)cc1Cl	1
22	C(=C\c1ccccc1)/CSc1nnc(-c2cccnc2)o1	2
23	O=C1CC(Sc2nnc(-c3ccccc3)o2)C(=O)N1c1ccccc1 (stereo unspecified)	9
24	Cc1cccc(-n2ncc3c(NCc4cccnc4)ncnc32)c1	-7
25	CCc1nnc(NC(=O)CN2C(=O)c3ccccc3S2(=O)=O)s1	-10
26	O=C(CC1Nc2c3ccccc3nc(=S)n2C1=O)NCc1cccc(Cl)c1 (stereo unspecified)	-40
27	Cc1c(C(=O)N2CCCC(C)C2)sc2ncnc(N3CCCCC3C)c12 (stereo unspecified)	3
28	CCOC(=O)C1CCN(Cc2cn[nH]c2-c2ccccc2)CC1	-11
29	O=C(O)CSc1nnc(-c2ccncc2)n1C1CCCCC1	-7
30	Cc1cc(C(F)(F)F)c(C#N)c(SCC(=O)Nc2ccccc2)n1	-8

# Ordered by SMILES length (low to high): part of the list above.
item	SMILES	14-3-3g Raf
13	CCC1=NN(C(=O)c2cccnc2)C(O)(c2ccccc2)C1 (stereo unspecified)	4
8	CCOC(=O)CC(=O)CSc1nc(N)c2c3c(sc2n1)CCC3	0
15	O=C1CC(c2ccc(C(F)(F)F)cc2)c2cc(Br)c3ccccc3c2N1 (stereo unspecified)	13
1	O=C(CSc1nnc(-c2ccc(NS(=O)(=O)c3ccccc3)cc2)o1)NCC1CCCO1 (stereo unspecified)	0

# Next part:
item	SMILES	14-3-3g Raf
31	CCOCCCN1CC(C(=O)NCCc2ccccc2)CC1=O (stereo unspecified)	2
32	CCC(C)NC(=O)CSc1nc2cc3c(cc2c(=O)n1Cc1ccco1)OCO3 (stereo unspecified)	6
33	CCc1ccc(-c2csc(=Nc3ccc(F)cc3)n2Cc2ccco2)cc1	-17
34	O=C(Nc1ccc(Br)cc1)c1cc(S(=O)(=O)NCc2ccccc2Cl)ccc1F	-4
35	O=C(O)c1cc(N2C(=O)C3C4c5ccccc5C(c5ccccc54)C3C2=O)ccc1N1CCOCC1 (stereo unspecified)	2
36	CCOC(=O)C1CCCN(C(=O)C2CCN(S(=O)(=O)c3cnc[nH]3)CC2)C1 (stereo unspecified)	-12&-5
37	COc1ccccc1Nc1cc(C(=O)NC2CCCCC2)c2ccccc2n1	8
38	COc1cccc(-c2nnc3sc(-c4ccc(C)cc4)nn23)c1	10
39	CCCCCNS(=O)(=O)c1cccs1	-8
40	O=C(CN1CCc2ccccc2C1)n1c2ccccc2c2ccccc21	-8
41	Cc1cc(C)c(C(=O)Nc2ccc(S(=O)(=O)Nc3onc(C)c3C)cc2)c(C)c1	-2
42	COC(=O)Cn1c(C)nc(=O)c(-c2ccccc2)c1C	-4&5
43	Cc1ccc(N2C(=O)c3cccc4c(C(=O)O)ccc(c34)C2=O)cc1	-41
44	CC1CCN(CCCn2c(=S)[nH]c3ncccc3c2=O)CC1	-3
45	CCN(CC)S(=O)(=O)c1ccc(-c2csc(Nc3ccc(C)c(C)c3)n2)cc1	-10
46	Oc1ccc(C2Oc3ccccc3C3CC(c4cccs4)=NN32)cc1O (stereo unspecified)	-58
47	COc1cc2nc(=S)n3[nH]c(C(C)Oc4ccc(Br)cc4)nc3c2cc1OC (stereo unspecified)	-13
48	COc1ccc2nc(C)c3c(c2c1)OC(C)C3 (stereo unspecified)	-3
49	COc1ccccc1C(=O)Nc1cc2nn(-c3ccc(Cl)cc3)nc2cc1C	0
50	CCOc1ccc(C2C(C(=O)OC)=C(C)N=C3SCCC(=O)N32)cc1OCC (stereo unspecified)	-3&0
51	CCCOC(=O)Nc1ccc(S(=O)(=O)Nn2cnnc2)cc1	-6
52	COc1ccc(-c2cc(C(=O)Nc3cccc(C(F)(F)F)c3)no2)cc1OC	5
53	Cc1cc2nc(-c3cccc(NC(=O)c4ccc5c(c4)OCCO5)c3C)oc2cc1C	-45
54	CSc1ccc(-c2ncnn2-c2cccc(Cl)c2C)cc1	-2
55	CCC(=O)N1CCc2cc(S(=O)(=O)CCC(=O)Nc3ccc(Cl)cn3)ccc21	-7
56	Cc1cccc(N=Cc2c(O)c(C(=O)Nc3ccccc3C)cc3ccccc23)c1	-16
57	Cc1cccc(C)c1OCC(=O)NCCc1nc2ccccc2[nH]1	1
58	O=C(O)c1cccc(COCC(F)(F)C(F)F)c1	-2
59	CCCSc1nccc(=O)[nH]1	-11
60	N#CCCn1c(SCC(=O)N2CCN(S(=O)(=O)c3ccccc3)CC2)nc2ccccc21	-3

# Reformatted: entries from further up.
59) CCCSc1nccc(=O)[nH]1
- 14-3-3g Raf = -11
10) O=C(CCC1CCCC1)N1CCC(N2CCN(c3ccccc3)CC2)CC1
- 14-3-3g Raf = 4&3
44) CC1CCN(CCCn2c(=S)[nH]c3ncccc3c2=O)CC1
- 14-3-3g Raf = -3
36) CCOC(=O)C1CCCN(C(=O)C2CCN(S(=O)(=O)c3cnc[nH]3)CC2)C1 (stereo unspecified)
- 14-3-3g Raf = -12&-5

# Next section
item	SMILES	14-3-3g Raf
61	Cc1cc2ccccc2n1CCNC(=O)Cc1cccc2ccccc12	-1
62	CN(C)C(=O)C1C2NC(=S)NC1(C)Oc1ccccc12 (stereo unspecified)	1
63	COC(=O)c1ccsc1NC(=O)CSc1nnnn1-c1ccccc1SC	-3
64	CCOC(=O)c1cnc2c(C)cc(C)cc2c1Nc1ccccc1CC	6
65	COc1ccc2oc(=O)c(C(=O)N3CCN(c4ccccc4)CC3)cc2c1	-6
66	O=C1c2ccccc2S(=O)(=O)N1CC1CC(c2ccccc2)=NO1 (stereo unspecified)	-3
67	Cc1ccc(CNC(=O)c2ccc(CS(=O)(=O)Cc3ccccc3Cl)o2)cc1	-5
68	CCOC(=O)C1=CN(c2ccc(C)c(C)c2)C=C(C(=O)OCC)C1c1ccc2c(c1)OCO2	6
69	Cc1c(Cl)cccc1NC(=O)c1cc(S(=O)(=O)N2CCC(C)CC2)ccc1F	-6
70	CC(=O)N1CCc2cc(S(=O)(=O)NC(C(=O)N3CCN(c4ccc(F)cc4)CC3)C(C)C)ccc21 (stereo unspecified)	-8
71	O=C(Nc1ccccc1Cl)c1scc2c1CCCC2	5
72	COc1ccc(-n2c(SCC#N)nnc2-c2ccc(NS(=O)(=O)c3ccc(C)cc3)cc2)cc1	-9
73	CC1(C)CC(=O)C2=C(C1)Nc1nc(SCc3ccccc3)nn1C2c1ccccc1 (stereo unspecified)	-1
74	CC(C)COC(=O)c1ccc2c(c1)C(=O)N(c1cccc(N)c1)C2=O	-3
75	Cc1nc(SCC(=O)c2ccc3c(c2)OCCO3)c2cc(-c3ccccc3)sc2n1	-12
76	CC(C)OC(=O)c1ccc(NC(=O)COc2cccc(Cl)c2)cc1	-17
77	COc1cc2c(cc1NC(=O)c1c(-c3ccccc3)noc1C)oc1ccccc12	2
78	CC(=O)Nc1c2c(nn1-c1ccc(F)cc1)CS(=O)C2 (stereo unspecified)	-6
79	CCN(CC)CCCCN1c2ccccc2CCc2ccccc21	1
80	CCOc1ccc(/C(O)=C2\C(=O)C(=O)N(CCN(C)C)C2c2ccc(C)cc2)cc1C (stereo unspecified)	-6
81	CN1C(=O)c2ccccc2C(C(=O)NCCCN2CCCCCC2)C1c1cn(C)c2ccccc12 (stereo unspecified)	-29
82	COc1cc2nc(=S)n3c(c2cc1OC)NC(CCC(=O)O)C3=O (stereo unspecified)	-3
83	O=C(CSc1nnnn1C1CCCC1)N1CCN(C(=O)c2ccco2)CC1	-6
84	O=C1C=C(c2cccs2)CC(c2ccccc2)C1n1nnc([N+](=O)[O-])n1 (stereo unspecified)	-27
85	O=C(NCc1ccc2c(c1)OCO2)C1CCN(Cc2cnn(-c3ccccc3)c2-n2cccc2)CC1	5
86	Cc1cccc2nc(-c3ccsc3)c(Nc3ccc4c(c3)OCCO4)n12	1
87	Cc1[nH]n2c(=O)c3c(nc2c1-c1ccccc1)CCCC3	-8&-32
88	COc1ccc(-c2nnc(-c3ccc(Br)o3)o2)cc1OC	3
89	COc1ccc(CNCc2ccc(F)cc2)cc1OC	-5
90	CCOc1ccc(C2CC(=O)C3=C(C2)NC(C)=C(C(=O)OC)C3c2ccc3c(c2)OCO3)cc1OC (stereo unspecified)	-12
91	Cc1ccccc1C1C2=C(CCCC2=O)OC2=C1C(=O)CCC2	-10
92	COc1ccc(CCNC(=O)c2cc(S(=O)(=O)N3CCc4ccccc43)ccc2F)cc1OC	4
93	Cc1cccc(C(C)(C)C)c1Sc1cc(NCCCO)c([N+](=O)[O-])c2nonc12	1
94	Cc1sc2ncn(CC(=O)N(C)Cc3ccccc3)c(=O)c2c1C	1
95	C=CCOC(=O)C1=C(C)N=C2SC(C)C(=O)N2C1c1ccc(C(C)C)cc1 (stereo unspecified)	-8
96	Cc1cccc(OCc2nnc(SCC(=O)N3CCCC3)n2C)c1	-7
97	Cc1cccc(C(=O)N2CCCN(C(=O)c3cccc(C)c3)CC2)c1	5
98	CCOC(=O)C1CCN(C=Nc2cc(C)on2)CC1	-6
99	O=C(CSc1nnc(-c2cccs2)n1-c1ccccc1)Nc1ccccc1	-1
100	COCCOC(=O)C1=C(C)NC(=O)NC1c1cn(-c2ccccc2)nc1-c1cccs1 (stereo unspecified)	-3
101	Cc1cccc(N2CCN(C(=O)Cn3cccc3)CC2)c1C	-6
102	Cc1c(Cl)cccc1NC(=O)c1cc(-c2cccs2)nc2ccccc12	-8
103	O=S(=O)(NCc1ccccc1)c1cnc[nH]1	0&12
104	Cc1cccc(Oc2coc3cc(OCCc4ccccc4)ccc3c2=O)c1	7
105	Cc1cccc(NS(=O)(=O)c2ccc3c(c2)oc(=O)n3C)c1	-5
106	CCC1CCCCN1C(=O)CSc1nc2c(c(=O)n1C)SC(C)C2 (stereo unspecified)	-4
107	COc1ccc(NC(N)=Nc2nc3c(c(=O)[nH]2)CCCC3)cc1	-2
108	N#Cc1c[nH]n2c(=O)cc(Cc3ccccc3)nc12	1
109	Cc1ccccc1OCCNS(=O)(=O)c1ccc2oc3ccccc3c2c1	-18
110	O=S(=O)(NCC(c1cccnc1)N1CCN(c2ccccc2)CC1)c1cccs1 (stereo unspecified)	-18
111	COCCN1C(=O)C(O)=C(C(C)=O)C1c1ccccc1OC (stereo unspecified)	-3
112	CSc1cccc(NC(=O)C2C3C=CC4(O3)C2C(=O)N(C(C)c2ccccc2)C4C(=O)NC2CCCCC2)c1 (stereo unspecified)	-2
113	Cc1ccc(-c2nc3ncccn3c2NC(=O)C2CC2)cc1	-5
114	CCC(C)C(NC(=O)c1ccccc1NC(=O)c1ccco1)C(=O)O (stereo unspecified)	1
115	O=C1C(Cl)=C(N(Cc2ccccc2)Cc2ccccc2)C(=O)N1c1ccccc1Cl	-52
116	CCOC(=O)c1c(NC(=O)COc2cccc(C)c2C)sc(C)c1C	-11
117	CCOc1cc(CNn2cnnc2)ccc1OCC(=O)NC1CCCCC1	-1
118	COc1ccc(C2=NC(c3ccccc3OC)NC(c3cccc(OC)c3O)C2)cc1 (stereo unspecified)	0
119	O=C(CCc1ccccc1)NC(c1cccs1)c1ccc2cccnc2c1O (stereo unspecified)	-7
120	CCN(CC)CCN1C(=O)C(=O)/C(=C(/O)c2cnn(-c3ccccc3)c2C)C1c1cccnc1 (stereo unspecified)	15

# (list continues)
item	SMILES	14-3-3g Raf
121	CCC(C)(C)n1nnnc1CN(Cc1cccs1)Cc1cc2cc(OC)ccc2[nH]c1=O	5
122	CCN1CCN(c2ncc(C(=O)N3CCCc4ccccc43)c3ccccc23)CC1	-3
123	O=C(NCCN1CCOCC1)c1cc(-c2ccc(Cl)cc2)on1	-3&-3
124	O=C(NCc1ccccc1Cl)c1cnc2n(c1=O)CCS2	3&-5

# Only part of the results is shown; rates above refer to the full screens.
